MRP resist rev – MRP-mediated drug resistance reversal; H69AR cells + 2 uM doxorubicin, CellTiter-Glo, 72 h; differential viability (reversal), % at 10 µM; 85,000 tested, 0.04% active; AID 602;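 active means viability drop by adding the cancer drug above about 55%, with treated viability meeting a 40% cutoff, limit read from the data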;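 further: viability without doxorubicin minus viability with 2 µM doxorubicin for each compound; larger differential means the compound sensitizes cells more to doxorubicin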
NFkB transloc inh – blocks IL-1B driven NFkB nuclear translocation in HUVEC cells; 94,000 tested, 0.43% active; inhibition, % at 2 µM; HUVEC IL-1B NFkB p65 nuclear translocation imaging;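 active means inhibition above about 30% together with a positive call from visual inspection of the well image, limit read from the data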;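 further: nuclear over cytoplasmic p65 intensity ratio measured by imaging; 0% = IL-1B stimulated DMSO wells and 100% = unstimulated DMSO wells; values of inactives mirror those of a sister screen read the other way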
NFkB transloc pot – enhances IL-1B driven NFkB nuclear translocation | HUVEC IL-1B NFkB p65 nuclear translocation imaging | activation, % at 2 µM | 94,000 tested, 0.3% active;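 active means activation above 40%, about the mean plus 3 SD, also judged a hit on visual image review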;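 further: percent activation is computed from the nuclear over cytoplasmic p65 intensity ratio; values of inactives mirror those of a sister screen read the other way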
PLAP inhibitors HTS – PLAP enzyme inhibitors, biochemical, luminescence, HTS (AID 690); purified PLAP, luminescent substrate; higher % means a stronger effect; inhibition, % at 20 µM, or IC50 in µM where a hit was titrated; 96,000 tested, 0.08% active; in the data active means a potency from the dose series; inactive means the rest, 99 in 100 with inhibition below about 30%; further: strong numbers were not always called active
Bcl-B TR3 displacers – displacers of TR3 peptide from Bcl-B, primary screen, selectivity assay for Bfl-1 inhibitor project, biochemical, fluorescence polarization. FP displacement of FITC-TR3 peptide from Bcl-B; higher % means a stronger effect. displacement, % at 20 µM, or IC50 in µM where a hit was titrated. 96,000 tested, 0.11% active. AID 748;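 active means displacement above 50% at 20 µM plus a fluorescence interference ratio under 1.5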;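 further: plate controls were wells without compound for no effect and wells lacking Bcl-B protein for full effect; a part of the inactive calls stands beside numbers as strong as those of hits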
MRP resist rev cytotoxicity – recorded beside MRP resist rev, whose call it bears; viability, %; H69AR cells, CellTiter-Glo, 72 h; measured here: cytotoxicity without doxorubicin
MRP resist rev with doxorubicin – also measured in MRP resist rev; calls as there; viability, %; measured here: viability with 2 uM doxorubicin; hits give low values
NFkB transloc inh cell count 2 µM – second read-out of NFkB transloc inh, no call of its own (marks repeat the call); cell count; measured here: cells passing quality filter;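 raw number of nuclei counted in each imaged well without normalization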
NFkB transloc pot cell count 2 µM – recorded beside NFkB transloc pot, whose call it bears; cell count; measured here: cells passing quality filter
Starred values were filed as active, the others as inactive; . = no result given.

SMILES	MRP resist rev	MRP resist rev cytotoxicity	MRP resist rev with doxorubicin	NFkB transloc inh	NFkB transloc inh cell count 2 µM	NFkB transloc pot	NFkB transloc pot cell count 2 µM	PLAP inhibitors HTS	Bcl-B TR3 displacers
CCn1ncc(C2=NOC(C(=O)NCc3ccc(OC)cc3)C2)c1C (centres undefined)	-41	21	62	2	89	-2	89	-9%	6%
CCCCn1nnnc1NCc1cccc(OC)c1OC	.	.	.	-114	190	114*	190*	10%	2%
CC(Sc1ncc(C#N)c(N)n1)C(=O)Nc1ccccc1 (centres undefined)	-5	84	89	-15	95	15	95	10%	-2%
C=CCOc1ccc(NC(=O)C(=O)NCCCn2ccnc2)cc1	.	.	.	-2	122	2	122	-7%	1%
CCOC(=O)c1nc2sc(C)c(C)c2c(=O)[nH]1	10	97	87	-4	185	4	185	-44%	-6%
CCCc1cc(C(=O)Nc2ccccc2SC)no1	13	99	86	.	.	.	.	6%	1%
O=C(Nc1ccc(O)c(-c2nc3ccccc3o2)c1)C1(c2ccccc2)CCCC1	.	.	.	0	131	0	131	-67%	0%
CCOc1ccc(C2=[N+]([O-])C(C)(C)N(O)C2(C)C)cc1	4	90	86	.	.	.	.	12%	-1%
COc1ccc(NC(=O)COc2nsnc2N2CCCCC2)cc1	5	99	94	-7	127	7	127	-4%	-7%
COc1cccc(C2(O)CCN(C(=O)C3CCC3)CC2)c1	-12	100	112	-10	137	10	137	-4%	-2%
COc1ccc(C2C(C#N)=C(N)Oc3cc(O)ccc32)cc1OC (centres undefined)	5	85	80	0	83	0	83	7%	-32%
O=C(O)CCNS(=O)(=O)c1ccc2ccccc2c1	-8	99	107	-11	171	11	171	3%	-2%
CCOc1cccc(OCCCCn2ccnc2)c1	3	91	88	-13	129	13	129	6%	-12%
CCOC(=O)c1c(C)[nH]c(C(=O)OCC(=O)N(C)C2CCS(=O)(=O)C2)c1C (centres undefined)	8	100	92	-4	142	3	142	-62%	7%
COc1ccc(CCNC(=O)C2CCC(CNc3c(N4CCCC4)c(=O)c3=O)CC2)cc1OC (centres undefined)	.	.	.	.	.	.	.	-48%	-4%
CC(=O)c1cccc(NC(=O)Nc2c(C)nn(C)c2C)c1	-5	104	109	11	86	-11	86	1%	-6%
c1coc(Cn2nnnc2CN2CCN(C3CCCC3)CC2)c1	-10	101	111	-1	165	1	165	8%	0%
COc1cccc(NC(=O)Cc2c(C(=O)O)[nH]c3ccccc23)c1	.	.	.	11	178	-11	178	-20%	5%
C/C(CC1CC(COCC(C)C)OC1=O)=N\Nc1nc(-c2ccccc2)cs1 (centres undefined)	.	.	.	9	142	-9	142	-4%	12%
CC(C)OC(=O)CSc1nc(-c2ccc(F)cc2)cc(C(F)(F)F)n1	-22	70	92	-3	160	3	160	.	.
c1ccc2c(c1)[nH]c1nc3nncn3nc12	5	102	97	0	43	0	43	2%	2%
Cc1cc(C(=O)CSc2nnc(Nc3ccccc3)s2)c(C)n1CC1CCCO1 (centres undefined)	7	101	94	1	196	-1	196	20%	-3%
Cc1ccc2nc(NC(=O)C3CCCN(S(=O)(=O)c4cccnc4)C3)sc2c1 (centres undefined)	-25	28	53	.	.	.	.	-2%	-3%
CCOC(=O)N1CCN(C(=O)c2cccc(OC)c2O)CC1	.	.	.	2	175	-2	175	14%	-21%
CCOC(=O)C1=C(C)NC(=O)NC1c1cccc(O)c1 (centres undefined)	8	92	84	-3	100	3	100	-5%	-4%
Cn1c(=O)c2c(nc(SCC(=O)NC34CC5CC(CC(C5)C3)C4)n2C)n(C)c1=O	-6	68	74	-3	132	3	132	-50%	3%
CO/N=C/NC(=O)NOCc1c(Cl)cccc1Cl	3	101	98	12	50	-12	50	-4%	-2%
CCc1ccccc1N(C(=O)CCC(=O)Nc1cc(C)on1)C(C(=O)NC1CCCC1)c1ccco1 (centres undefined)	1	76	75	.	.	.	.	-44%	6%
COc1cccc(NC(=O)c2ccc(CN3CCOCC3)cc2)c1	0	87	87	-20	126	20	126	9%	1%
CCOC(=O)COc1cccc2c(=O)n(CC(=O)N3CCc4ccccc43)ccc12	2	102	100	-10	183	10	183	1%	0%
O=C(NC1CCN(C(=S)NCc2ccco2)CC1)NC12CC3CC(CC(C3)C1)C2	.	.	.	2	181	-2	181	5%	-11%
NC(=O)c1c(NC(=O)c2ccccc2)sc2c1CCc1ccccc1-2	-9	26	35	-9	155	9	155	10%	-2%
Cc1nc(COC(=O)c2c(C)nn(-c3ccccc3)c2C)cs1	6	86	80	-4	116	4	116	-22%	-6%
CCN1CCN(S(=O)(=O)c2ccc(S(=O)(=O)N(CC)Cc3ccccc3)cc2)CC1	16	91	74	-4	169	4	169	-30%	-18%
Cc1cccc(NC(=O)c2cc(NC(=O)c3ccco3)ccc2Cl)n1	5	84	79	-7	135	7	135	1%	0%
Cc1nnc(NC(=O)CSc2nnc(Cc3ccccc3)n2-c2ccccc2)s1	6	93	88	6	140	-6	140	-39%	-2%
CC1=NN(c2ccc(N)cc2)C(=O)C1	.	.	.	8	140	-8	140	17%	6%
COc1cc(NC(=O)c2ccc(Cl)cc2)c(OC)cc1Cl	9	78	69	-7	174	7	174	5%	1%
CC(C)COC(=S)Nc1ccccc1	16	96	80	-12	241	12	241	36%	10%
CC(=O)Nc1cccc(-c2nnc3n2CC(C)S3)c1 (centres undefined)	22	113	91	2	162	-2	162	-8%	5%
O=C(CC(c1ccccc1)c1ccccc1)Nc1ncn[nH]1	11	108	97	-22	174	22	174	-189%	-7%
OC(c1cccc(OCc2ccccc2)c1)c1nnc(-c2ccccc2)o1 (centres undefined)	4	87	83	9	80	-9	80	-7%	-4%
CCn1cc(C(=O)N2CCCC2)c(=O)c2cc(S(=O)(=O)N3CCOCC3)ccc21	.	.	.	-2	138	2	138	-16%	-13%
Nc1c2c(nc3ccccc13)CCC2	-2	82	85	3	115	-3	115	.	.
O=C(COC(=O)CCc1ccccc1)Nc1ncc(Cl)cc1Cl	.	.	.	-1	205	1	205	15%	24%
CCOC(=O)c1nnsc1NC(C)=O	-5	87	92	5	105	-5	105	-16%	17%
Cc1sc2ncn(CC(=O)NCCCC(=O)N3CCN(c4ccccn4)CC3)c(=O)c2c1C	11	101	90	-3	36	5	36	-34%	-8%
CCCCC(=O)Nc1ccc(Br)cc1C(=O)O	21	107	87	-1	182	1	182	-13%	5%
COc1cccc(-n2nnnc2SCC(=O)Nc2ccc3c(c2)OCCO3)c1	.	.	.	3	147	-3	147	23%	-74%
C/C(=N\NC(=O)c1cc2ccccc2cc1O)c1ccc2c(c1)OCO2	.	.	.	-24	179	24	179	1%	1%
Cc1cc(C)cc(N(CC(=O)N2CCN(Cc3ccccc3)CC2)S(=O)(=O)c2c(C)noc2C)c1	-14	78	92	-8	204	8	204	-18%	-10%
Cc1ccc(SCC(=O)NC(=O)NCc2ccco2)c(C)c1	.	.	.	-24	159	24	159	5%	22%
COc1ccc(OC)c(C(c2nnnn2Cc2ccccc2)N2CCC(C(N)=O)CC2)c1 (centres undefined)	-3	85	88	-2	185	3	185	-49%	6%
COc1ccc(-c2nn3c(-c4ccc(F)cc4)nnc3s2)cc1	-10	70	80	-4	84	4	84	-38%	1%
N#CCCn1c(SCC(=O)NCc2ccco2)nc2ccccc21	37	88	51	26	108	-26	108	-48%	3%
CC(NC(=O)c1ccco1)C(=O)Nc1nc(-c2ccccn2)cs1 (centres undefined)	-19	47	66	8	114	-8	114	-138%	5%
CC(C)(C)c1cc(CN2CCCCC2)cc(C(C)(C)C)c1O	-10	97	106	5	185	-5	185	-2%	-7%
O=C(Nc1cccn2ncnc12)c1ccccc1	.	.	.	-4	186	4	186	3%	-2%
Cn1c(=O)c2c(nc(Oc3ccc(-c4ccccc4)cc3)n2C)n(C)c1=O	-13	58	71	-6	90	6	90	5%	-9%
COc1nc(OC)nc(N2CCC(C(=O)NCc3cccs3)CC2)n1	-1	86	86	-17	128	17	128	10%	-5%
CCOC(=O)C1=C(C)N(C)C(C)=C(C(=O)OCC)C1c1ccccc1	11	97	86	-9	126	9	126	.	.
Cc1ccc(-c2noc(CCC(=O)NCc3ccco3)n2)cc1	-8	87	96	-8	103	8	103	-11%	2%
CCCCNC(=O)CCC(=O)Nc1ncc(-c2ccc(C)cc2)n1C	-3	90	93	20	118	-20	118	-96%	-6%

Structural class, the compounds so far containing an aryl methoxy group
SMILES	MRP resist rev	MRP resist rev cytotoxicity	MRP resist rev with doxorubicin	NFkB transloc inh	NFkB transloc inh cell count 2 µM	NFkB transloc pot	NFkB transloc pot cell count 2 µM	PLAP inhibitors HTS	Bcl-B TR3 displacers
CCn1ncc(C2=NOC(C(=O)NCc3ccc(OC)cc3)C2)c1C (centres undefined)	-41	21	62	2	89	-2	89	-9%	6%
CCCCn1nnnc1NCc1cccc(OC)c1OC	.	.	.	-114	190	114*	190*	10%	2%
COc1ccc(NC(=O)COc2nsnc2N2CCCCC2)cc1	5	99	94	-7	127	7	127	-4%	-7%
COc1cccc(C2(O)CCN(C(=O)C3CCC3)CC2)c1	-12	100	112	-10	137	10	137	-4%	-2%
COc1ccc(C2C(C#N)=C(N)Oc3cc(O)ccc32)cc1OC (centres undefined)	5	85	80	0	83	0	83	7%	-32%
COc1ccc(CCNC(=O)C2CCC(CNc3c(N4CCCC4)c(=O)c3=O)CC2)cc1OC (centres undefined)	.	.	.	.	.	.	.	-48%	-4%
COc1cccc(NC(=O)Cc2c(C(=O)O)[nH]c3ccccc23)c1	.	.	.	11	178	-11	178	-20%	5%
CCOC(=O)N1CCN(C(=O)c2cccc(OC)c2O)CC1	.	.	.	2	175	-2	175	14%	-21%
COc1cccc(NC(=O)c2ccc(CN3CCOCC3)cc2)c1	0	87	87	-20	126	20	126	9%	1%
COc1cc(NC(=O)c2ccc(Cl)cc2)c(OC)cc1Cl	9	78	69	-7	174	7	174	5%	1%
COc1cccc(-n2nnnc2SCC(=O)Nc2ccc3c(c2)OCCO3)c1	.	.	.	3	147	-3	147	23%	-74%
COc1ccc(OC)c(C(c2nnnn2Cc2ccccc2)N2CCC(C(N)=O)CC2)c1 (centres undefined)	-3	85	88	-2	185	3	185	-49%	6%
COc1ccc(-c2nn3c(-c4ccc(F)cc4)nnc3s2)cc1	-10	70	80	-4	84	4	84	-38%	1%
COc1nc(OC)nc(N2CCC(C(=O)NCc3cccs3)CC2)n1	-1	86	86	-17	128	17	128	10%	-5%

A portion of the library (hit frequency here may not be typical).
